HKDC1 inhibitor = blocks human hexokinase HKDC1 activity; recombinant HKDC1, G6PDH/diaphorase resazurin coupled fluorescence; inhibition, % at 20 µM; hit rate 0.16% among 340,000; AID 493160;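 active = inhibition above about 35% when tested at 20 µM, limit read from the data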;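 note: plate controls were DMSO wells with enzyme for no effect and DMSO wells lacking enzyme for full effect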
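Test system: recombinant HKDC1 (HK5) hexokinase enzyme, produced in-house; Amount: enzyme 5 µg/mL final; Buffer or medium: Tris pH 8.0 buffer with MgCl2, Tween-20, BSA, BME; Reagent: glucose and ATP substrates; Doses: 20 µM test compound, 1% DMSO; Incubation: 90 min reaction incubation at room temperature, dark; Detection: resorufin fluorescence at 613 nm.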
SENP8 block-1 = inhibitors of human SENP8 protease. Q96LD8. recombinant SENP8, Nedd8 substrate fluorescence. inhibition, % at 20 µM. hit rate 0.64% among 360,000. AID 602440; in the data active = inhibition mostly above about 40%, no sharp cut-off; inactive = mostly below about 27%
Target sequence (Q96LD8 whole entry, looked up): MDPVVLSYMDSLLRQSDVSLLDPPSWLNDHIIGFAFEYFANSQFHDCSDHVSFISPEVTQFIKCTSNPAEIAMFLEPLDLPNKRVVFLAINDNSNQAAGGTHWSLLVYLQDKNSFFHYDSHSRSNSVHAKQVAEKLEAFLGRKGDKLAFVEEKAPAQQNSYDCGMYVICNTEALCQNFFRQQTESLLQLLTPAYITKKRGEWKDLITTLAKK
NLRP3 yeast inh = inhibitors of NALP3 inflammasome in yeast; Yeast reconstituted NLRP3/ASC/caspase-1, beta-gal luminescence, 24 h; inhibition, % at 10 µM; AID 2825; hit rate 0.39% among 330,000;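 active = inhibition of 50% or more; inactive = inhibition below 50%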;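 note: plate controls were induced DMSO wells for no effect and uninduced yeast grown without galactose for full effect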
Apaf-1 inh = inhibitors of human Apaf-1 apoptosome. O14727. reconstituted apoptosome caspase-3 activity, DEVD-Rh110 fluorescence. inhibition, % at 20 µM. hit rate 0.71% among 330,000; active = inhibition of at least 40% at 20 µM;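 note: plate controls were DMSO wells for no effect and DEVD-CHO caspase inhibitor wells for full effect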
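System – cell-free apoptosome with Apaf-1, procaspase-3 and caspase-9 · Buffer or medium – pH 7.5 Hepes buffer with CHAPS, BSA, DTT · Also added – cytochrome c with DEVD-Rh110 · Times – 30 min compound preincubation, 50 min activation, room temperature · Technique – Rh110 fluorescence intensity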
PfGluPho inh = PfG6PD (Plasmodium falciparum) enzyme inhibition; inhibition, % at 20 µM; hit rate 0.78% among 350,000; PfGluPho enzyme, NADPH resazurin-diaphorase fluorescence;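 active = inhibition reaching at least a set limit at 20 µM in the primary screen, cut at about 59% in these data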;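 note: 0% = DMSO wells with substrate and 100% = DMSO wells lacking glucose-6-phosphate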
SENP1 FRET inh = blocks the human SENP1 SUMO protease catalytic domain | AID 624204 | inhibition, % at 10 µM | recombinant SENP1 catalytic domain, CyPet-SUMO1-YPet FRET cleavage | hit rate 0.21% among 360,000 | Q9P0U3;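 active = inhibition at least 30% at 10 µM, raw YFP signal under a set limit, fluorescence ratio 0.5 to 1.5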;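 note: 0% = enzyme with DMSO and 100% = no enzyme wells; some results filed as inactive read as strong as hits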
Target sequence (Q9P0U3 419-644 limits assumed): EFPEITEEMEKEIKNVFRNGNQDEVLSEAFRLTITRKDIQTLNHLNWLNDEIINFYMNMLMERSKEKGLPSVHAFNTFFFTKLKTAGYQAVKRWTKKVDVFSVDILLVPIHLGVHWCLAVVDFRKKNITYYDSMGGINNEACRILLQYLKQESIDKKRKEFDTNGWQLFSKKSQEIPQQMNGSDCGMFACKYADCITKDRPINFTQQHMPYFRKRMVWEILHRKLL
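Material – human SENP1 catalytic domain · Input – SENP1 enzyme, 20 pM final · Compound dosing – single concentration of 10 µM compound, 0.5% DMSO final · Timing – enzyme reaction for 50 min at room temperature, dark · Measured by – FRET fluorescence in CFP and YFP emission channels · Control set – no-enzyme wells low, DMSO-plus-enzyme wells high control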
SENP8 block-2 = blocks the human protease SENP8. purified SENP8, Z-RLRGG-aminoluciferin cleavage, luminescence. Q96LD8. inhibition, % at 10 µM. AID 2540. hit rate 1.2% among 330,000; in the data active = inhibition above about 50%
SENP7 inh = SENP7 protease inhibition; AID 434973; hit rate 1.5% among 330,000; Q9BQF6; recombinant SENP7, Z-RLRGG-aminoluciferin luminescence, 40 min; inhibition, % at 5 µM;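 active = inhibition above about 50% at the single test dose, limit read from the data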;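 note: plate controls were DMSO with enzyme for no effect and no enzyme buffer wells for full effect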
SENP6 block = blocks the human protease SENP6 | Q9GZR1 | Recombinant SENP6 catalytic domain, aminoluciferin luminescence | inhibition, % at 10 µM | hit rate 1.8% among 330,000 | AID 2599;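 active = inhibition above about 50% at the single tested dose, limit read from the data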;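 note: plate controls were DMSO wells with enzyme for no effect and DMSO wells lacking enzyme for full effect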
Target sequence (Q9GZR1 628-1112 limits assumed): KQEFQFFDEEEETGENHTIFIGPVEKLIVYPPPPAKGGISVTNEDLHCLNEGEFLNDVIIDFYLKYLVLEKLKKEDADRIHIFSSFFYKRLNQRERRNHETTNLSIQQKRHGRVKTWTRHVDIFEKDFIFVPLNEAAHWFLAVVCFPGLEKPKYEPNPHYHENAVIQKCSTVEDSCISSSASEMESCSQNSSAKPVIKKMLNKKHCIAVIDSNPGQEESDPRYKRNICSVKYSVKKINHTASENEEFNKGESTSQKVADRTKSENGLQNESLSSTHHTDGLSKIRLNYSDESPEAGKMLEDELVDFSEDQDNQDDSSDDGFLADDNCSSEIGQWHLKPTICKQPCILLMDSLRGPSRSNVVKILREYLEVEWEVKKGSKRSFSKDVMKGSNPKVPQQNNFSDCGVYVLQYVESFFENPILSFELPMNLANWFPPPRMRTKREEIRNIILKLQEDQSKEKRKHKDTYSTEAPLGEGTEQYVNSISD
The depositor's hits bear a star; i = inactive; / = not tested or not shown.

SMILES	HKDC1 inhibitor	SENP8 block-1	NLRP3 yeast inh	Apaf-1 inh	PfGluPho inh	SENP1 FRET inh	SENP8 block-2	SENP7 inh	SENP6 block
CC1(C)CC(=O)C2=C(C1)Nc1ccccc1NC2c1ccc(F)c(F)c1 (stereo not drawn)	1	-12	13	3	14	2	14	3	4
Cc1cccc(NS(=O)(=O)c2cc(C(=O)N3CCOCC3)ccc2Cl)c1	-3	6	-7	-2	2	1	-5	3	-5
CCOc1ccc(NC(=O)C(C)Oc2ccccc2C(=O)Nc2ccc(C)c(Cl)c2)cc1 (stereo not drawn)	-1	-7	22	12	32	3	-4	-4	3
Cc1c(C(=O)N2CC(C(=O)N3CCCCC3)Oc3ccccc32)oc2ccccc12 (stereo not drawn)	-2	9	12	15	-7	1	-11	13	-17
CN(c1c(C#N)c(C(F)(F)F)nn1C)N(S(C)(=O)=O)S(C)(=O)=O	-13	2	-6	-1	-11	-1	-10	6	-10
CS(=O)(=O)N(Cc1ccccc1)c1ccc(C(=O)NCc2cccnc2)cc1	-2	15	-8	0	7	0	-4	-2	-10
COc1ccc(-c2csc(NC(=O)C3=COCCO3)n2)c(OC)c1	-1	-31	35	8	16	-1	-6	7	4
CCOC(=O)c1c(NC(=O)COc2ncnc3sccc23)sc2c1CCC2	6	-53	12	2	3	-11	-9	-1	1
CCc1ccccc1N1C(=O)C2C3CC(=O)C(c4ccccc43)C2C1=O (stereo not drawn)	-7	8	-10	-1	-11	0	-14	-12	8
CCCNC(=O)CCc1c(C)nc2c(c(C)nn2-c2ccc(C)cc2)c1C	0	-305	15	7	-16	0	2	-2	-34
CCN(CC)CCCNC(=O)c1ccccc1C	7	12	14	2	-15	-1	-3	-6	2
CC(=O)c1ccc(NC(=O)C2CCCN2S(=O)(=O)c2cccc3cccnc23)cc1 (stereo not drawn)	-4	12	14	1	9	-5	1	1	-4
O=C(c1ccco1)N1CCN(S(=O)(=O)c2cccc([N+](=O)[O-])c2)CC1	-8	5	1	-1	3	2	-5	-1	8
COc1ccc(C(=O)n2cnc3ccccc32)cc1Br	-1	-5	22	-4	-2	3	-7	-3	-19
Cc1ccc(-n2ccnc2SCC(=O)O)c(C)c1	-6	23	11	-478	-27	2	-8	-1	-10
CC(OC(=O)c1ccc(S(=O)(=O)N2CCOCC2)cc1)c1ccccc1 (stereo not drawn)	0	11	10	14	-2	0	-1	1	-4
CCOc1ccc(NC(=O)CS(=O)CC(=O)Nc2cccnc2)cc1 (stereo not drawn)	-5	7	-8	4	18	1	2	-1	-8
O=C(Nc1cc(SCCO)cc([N+](=O)[O-])c1)c1ccco1	-7	12	-2	-4	-3	1	-2	-2	-13
CS(=O)(=O)N1CCN(C(=O)c2cc(-c3cccs3)nc3ccccc23)CC1	-3	-476	20	3	-6	-50	-5	1	-12
CCN(c1ccccc1)S(=O)(=O)c1csc(C(N)=O)c1	0	20	5	-1	12	-1	6	1	10
CC(CNC(=O)c1cc(COc2c(F)cccc2F)on1)Oc1cccnc1 (stereo not drawn)	-2	9	13	6	5	3	-5	7	-1
CCCCOc1ccc(N(CC(=O)NC2CCCCC2)C(=O)c2snc(C(N)=O)c2N)cc1	-8	-106	8	15	7	-3	-8	-6	-3
O=C(COC(=O)CCc1c[nH]c2ccccc12)Nc1ccc([N+](=O)[O-])cc1	21	20	7	-5	1	4	1	1	-2
Cc1ccc(S(=O)(=O)c2c(N)n(CCC(C)C)c3nc4ccccc4nc23)cc1	5	-280	-5	19	14	-30	-5	4	2
Oc1ccc(N2CCN(Cc3nc4ccccc4[nH]3)CC2)cc1	6	20	-6	6	56	-2	4	6	-10

Further structures follow.
SMILES	HKDC1 inhibitor	SENP8 block-1	NLRP3 yeast inh	Apaf-1 inh	PfGluPho inh	SENP1 FRET inh	SENP8 block-2	SENP7 inh	SENP6 block
Cn1cc(SCC(=O)Nc2ccc3c(c2)OCCO3)c2ccccc21	-5	19	21	8	4	0	2	-7	-12
CC(C)(C)c1ccc(NC(=O)NCc2ccco2)cc1	14	7	22	9	6	-1	-7	91*	3
Cc1cccc(C(=O)NCCNC(=O)c2cccnc2)c1	2	14	-7	-1	-18	0	4	9	0
CC(=O)Nc1ccc(SCC(=O)c2cc(C)n(CC(F)(F)F)c2C)cc1	-1	23	15	4	-4	2	-13	11	4
COC(=O)Cn1c(CN(Cc2ccccc2)Cc2ccccc2)nc2c1c(=O)[nH]c(=O)n2C	-10	0	8	-4	-13	1	-5	-3	-2
O=S(=O)(N1CCCCCC1)N1CCN(S(=O)(=O)N2CCOCC2)CC1	-2	8	-3	3	-4	-1	-1	-6	4
Cc1ccc(C(=O)Cn2cc([N+](=O)[O-])nc2C)cc1	-3	8	8	-26	-6	0	-2	-5	-6
O=C(c1ccc(OC2CCN(CCc3ccccc3)CC2)cc1)N1CCCCC1CCCO (stereo not drawn)	-2	5	9	-14	4	0	3	-6	1
COc1ccc(-c2ccccc2)cc1NCc1ccccc1C	-3	-166	7	3	10	0	1	5	-11
COc1ccc(-c2ccc(=O)n(CC(=O)NC3CCc4ccccc43)n2)cc1OC (stereo not drawn)	-9	-75	21	-5	5	2	0	-1	-14
O=C(Nc1cc(C(F)(F)F)ccc1N1CCOCC1)C1CC1	-6	7	6	-2	1	1	-11	-9	-11
C/C(=N\NC(=O)c1nnn(-c2nonc2N)c1CN1CCc2ccccc21)c1ccccc1O	-9	0	12	6	-15	-22	2	3	14
O=C(O)C1(P(=O)(c2ccccc2)c2ccccc2)CCCC1	-6	29	-1	-7	4	3	-4	-1	-8
Cc1ccc(C(=O)NCCNC(=O)c2ccco2)cn1	-6	0	13	-8	-13	-1	4	1	2
CC(=O)NC1=C(NC2CCS(=O)(=O)C2)C(=O)c2ccccc2C1=O (stereo not drawn)	14	46*	1	41*	-3	2	6	14	18
CC(C)c1ccc(-c2cc(C(=O)N3CCOCC3)c3cc(Br)ccc3n2)cc1	-4	-14	10	25	18	1	-4	-10	-19
Nc1nc(SCC(=O)Nc2cc(-c3ccccc3)nn2-c2ccccc2)n[nH]1	-5	-15	1	-41	-6	-17	7	10	11
Cc1ccc(NC(=O)NCc2cccn2C)cc1C	-9	25	13	5	6	4	-1	0	5
O=C(CCc1ccccc1)Nc1ccc(S(=O)(=O)NC2=NCCCCC2)cc1	0	12	-4	-1	2	1	4	12	-6
COc1cc2cc(Br)cc(Br)c2nc1C	-2	23	-25	-1	10	0	5	9	-5
Cc1ccc(CNC(=O)CN(C(=O)N2CCN(C)CC2)S(=O)(=O)c2ccc(C)cc2)cc1	-4	5	15	-3	5	1	3	1	-1
COc1ccc(OC)c(C(=O)CSc2nnc(Cc3cccs3)n2CCc2ccccc2)c1	3	-19	2	8	17	-2	4	-9	-2
COc1ccccc1CNC(=O)c1cc(-c2ccncc2)nc2c(Cl)cccc12	-2	-1	15	23	12	-3	-9	13	-17
CCc1ccc(NC(=O)CS(=O)CC(=O)NC(C)CCc2ccco2)cc1 (stereo not drawn)	-2	10	11	1	1	-3	-1	1	-17
Cc1ccc(N2C(=O)c3ccccc3NC2C(C)Cc2ccc3c(c2)OCO3)cc1 (stereo not drawn)	1	-276	-1	-5	34	-7	-3	-3	-8

Copied from the list.
In SENP1 FRET inh, CC(=O)NC1=C(NC2CCS(=O)(=O)C2)C(=O)c2ccccc2C1=O (stereo not drawn) is listed with 2
In NLRP3 yeast inh, O=C(c1ccc(OC2CCN(CCc3ccccc3)CC2)cc1)N1CCCCC1CCCO (stereo not drawn) is listed with 9

Results in NLRP3 yeast inh (6 entries from above):
canonical_smiles,NLRP3 yeast inh
CC(C)(C)c1ccc(NC(=O)NCc2ccco2)cc1,22
Cc1cccc(C(=O)NCCNC(=O)c2cccnc2)c1,-7
CC(=O)Nc1ccc(SCC(=O)c2cc(C)n(CC(F)(F)F)c2C)cc1,15
COC(=O)Cn1c(CN(Cc2ccccc2)Cc2ccccc2)nc2c1c(=O)[nH]c(=O)n2C,8
O=S(=O)(N1CCCCCC1)N1CCN(S(=O)(=O)N2CCOCC2)CC1,-3
Cc1ccc(C(=O)Cn2cc([N+](=O)[O-])nc2C)cc1,8

Later entries.
SMILES	HKDC1 inhibitor	SENP8 block-1	NLRP3 yeast inh	Apaf-1 inh	PfGluPho inh	SENP1 FRET inh	SENP8 block-2	SENP7 inh	SENP6 block
CCC(C)[C@@H](CN)NCC1(c2ccccc2)CC1 (stereo partly drawn)	-4	9	11	20	7	-4	7	-1	12
Cc1ccc(S(=O)(=O)C(C#N)c2nc3ccccc3nc2OC(C)C)cc1 (stereo not drawn)	-3	-112	14	22	-3	-58	8	3	1
COc1ccc(CC(=O)Nc2ccc(-c3nnc(-c4ccccc4)o3)cc2)cc1	-2	i	-9	0	-13	-1	0	-10	-4
CCCCn1c(-c2ccco2)nc2ccccc2c1=O	-4	17	7	-5	6	0	-8	1	-6
COc1ccc(OC)c(S(=O)(=O)Nc2c(F)cccc2F)c1	-3	32	1	1	-18	0	0	3	2
Cc1ccc(S(=O)(=O)N2CCN(C(=O)c3cccs3)CC2)cc1C	-10	5	12	2	4	0	-1	2	-16
CCOc1cccc(OCCCCN2CCCCC2)c1	-5	18	9	0	-1	1	-7	-5	-6
COc1ccc(/C(C)=N/NC(=O)c2ccc(CSc3cccc4cccnc34)cc2)cc1OC	-7	-277	1	-1	7	6	5	1	6
Cc1ccccc1-c1nc(CN2CCC(C(=O)O)CC2)c(C)o1	-1	5	8	-3	-34	0	1	3	-3
Fc1ccccc1SCc1nnc(-c2ccccc2Br)o1	0	1	24	4	30	-2	53*	43	14
CCC1C(=O)C[C@H]2CCN3C(=O)CCCC1C23 (stereo partly drawn)	-6	6	/	8	5	3	/	-1	/
Cc1cccc(C)c1NC(=O)NCCCN1CCN(c2ccccc2)CC1	7	13	1	-6	-16	1	-6	-3	-17
CCc1ccc(N2C(=O)C(Cl)=C(N3CCCCCC3)C2=O)cc1	-3	21	19	18	16	25	-3	4	21
CCC(=O)N1c2ccc(S(=O)(=O)CCC(=O)Nc3ccc(OC)cc3OC)cc2CC1C (stereo not drawn)	-4	15	1	5	-10	1	-1	-6	6
COC(=O)[C@H](C)NC(=O)NC1CCCc2ccccc21 (stereo partly drawn)	-9	12	-3	-1	-2	1	5	-8	-1
COc1cccc(C(CNc2ccc(S(=O)(=O)N3CCN(C)CC3)cc2[N+](=O)[O-])N(C)C)c1 (stereo not drawn)	-1	3	18	6	1	1	16	-3	-7
O=C(c1ccccc1Oc1ccc([N+](=O)[O-])cc1)N1CCOCC1	-4	16	14	-9	24	-2	4	-8	15
COCCNC(=O)CN(c1cc(Cl)ccc1OC)S(=O)(=O)c1ccc(C)c([N+](=O)[O-])c1	-2	0	17	6	-11	4	-3	-5	8
CCCc1nnc(NC(=O)CCC(=O)N2CCCCC2CC)s1 (stereo not drawn)	-1	8	-7	-8	-1	2	-6	-6	-24
COc1cc(C(=O)N/N=C/c2sc(=O)n(-c3ccccc3)c2Cl)cc(OC)c1OC	-11	-32	2	9	20	-8	1	1	-4
